CXCR6 inh = CXCR6 (human) receptor inhibition | inhibition, % at 20 µM | CHO-K1 PathHunter CXCR6 beta-arrestin, luminescence | 360,000 tested, 0.36% active | O00574 | AID 602244; in the data active = inhibition above about 34%, passing the limit was not always enough;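 also: antagonist mode with CXCL16 agonist at 10 nM final; 0% = 10 nM CXCL16 with DMSO and 100% = unstimulated wells without agonist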
Target sequence (O00574 whole entry, looked up): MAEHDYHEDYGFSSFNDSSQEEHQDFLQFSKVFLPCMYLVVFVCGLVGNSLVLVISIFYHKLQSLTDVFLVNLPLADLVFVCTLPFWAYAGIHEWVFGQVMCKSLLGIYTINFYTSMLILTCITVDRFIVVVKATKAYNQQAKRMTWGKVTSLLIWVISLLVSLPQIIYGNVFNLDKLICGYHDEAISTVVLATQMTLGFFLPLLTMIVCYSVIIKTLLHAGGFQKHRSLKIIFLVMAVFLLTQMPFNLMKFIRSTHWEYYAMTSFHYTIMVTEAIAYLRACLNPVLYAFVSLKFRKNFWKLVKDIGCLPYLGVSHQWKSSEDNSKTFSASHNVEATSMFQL
EBI2 block = blocks human EBI2 receptor beta-arrestin signaling; EBI2 beta-arrestin recruitment, luminescence, 7a,25-OHC stimulated; inhibition, % at 5 µM; 360,000 tested, 0.81% active; in the data active = inhibition above about 38%;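 also: enzyme fragment complementation signal reports receptor beta-arrestin coupling in cells; 0% = agonist plus DMSO wells and 100% = wells without agonist; some results beyond the cut were filed as inactive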
Target sequence (P32249 whole entry, looked up, the tested form may be a part): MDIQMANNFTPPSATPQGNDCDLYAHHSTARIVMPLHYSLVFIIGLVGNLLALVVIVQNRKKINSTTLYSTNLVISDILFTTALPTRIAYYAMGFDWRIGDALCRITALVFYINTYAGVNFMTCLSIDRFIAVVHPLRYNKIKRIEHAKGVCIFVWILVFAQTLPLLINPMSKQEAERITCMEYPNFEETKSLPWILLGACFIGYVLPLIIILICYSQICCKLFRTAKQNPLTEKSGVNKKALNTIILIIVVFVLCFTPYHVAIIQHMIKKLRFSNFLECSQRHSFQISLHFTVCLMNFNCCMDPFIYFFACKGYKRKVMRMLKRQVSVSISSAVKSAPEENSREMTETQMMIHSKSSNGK
* marks the source's active call; other numbers are inactive results. An excerpt (hit frequency here may not be typical).

How did CC1(C(=O)NCCc2ccccc2)Cc2c(-c3ccc(C(N)=O)cc3)ccnc2O1 (stereo not given) do in these assays?
CXCR6 inh: 5; EBI2 block: 10

How did COc1ccccc1CNc1nc2cc(-c3ccccc3C)sc2c(=O)n1C do in these assays?
CXCR6 inh: 3; EBI2 block: 15

How did C[C@@H]1CN([C@@H](C)CO)C(=O)CCCn2nncc2CO[C@@H]1CN(C)C(=O)Nc1ccc2c(c1)OCO2 do in these assays?
CXCR6 inh: -8; EBI2 block: -9

Results for CC1(Cc2cc(Cl)ccc2C(F)(F)F)C(=O)Nc2ccc(-c3ccc(F)c(Cl)c3)cc21 (stereo not given) ?
CXCR6 inh: -2; EBI2 block: 2

What do the screens show for `CN(C)c1ccc(-c2ccnc3c2CC(C)(C(=O)Nc2cccc(C(F)(F)F)c2)O3)cc1` (stereo not given)?
CXCR6 inh: 10; EBI2 block: 4

Results for Cc1ccccc1CN1C(=O)c2ccccc2C1c1nnnn1C(C)C (stereo not given) ?
CXCR6 inh: 1; EBI2 block: 3

Results for CCC(=O)N1Cc2cc(C(=O)NCC(F)(F)F)nc(-c3cccc(-c4cncnc4)c3)c2[C@@H]1CCO ?
CXCR6 inh: -2; EBI2 block: 9

Results for Cn1cc(-c2coc3c(C(=O)NCc4cccs4)cccc23)cn1 ?
CXCR6 inh: 0; EBI2 block: 5

How did C[C@@H]1CN([C@H](C)CO)C(=O)CCCn2cc(nn2)CO[C@H]1CN(C)C(=O)Nc1ccc(C(F)(F)F)cc1 do in these assays?
CXCR6 inh: 3; EBI2 block: -2

How did OC[C@@H]1CN(Cc2ccccc2)C[C@H](n2cnc3c(N4CCOCC4)ncnc32)O1 do in these assays?
CXCR6 inh: 8; EBI2 block: -5

How did OC(c1ccc(Cl)c(F)c1)c1ncc(-c2cccc3ccccc23)[nH]1 (stereo not given) do in these assays?
CXCR6 inh: -8; EBI2 block: 12

Results for COc1cccc(-c2cnc3c(NC(C)=O)cc(-c4cc(OC)c(OC)c(OC)c4)cn23)c1 ?
CXCR6 inh: 10; EBI2 block: 11

How did CCN(CC)CCNC(=O)c1ccc(NC(=O)c2ccc(-n3cncn3)c([N+](=O)[O-])c2)cc1 do in these assays?
CXCR6 inh: -3; EBI2 block: -11

What do the screens show for `CCCCc1c(-c2cccc(OC)c2)ncn1CCc1ccccc1OC`?
CXCR6 inh: 4; EBI2 block: 20

Results for CCCCN(C=O)c1c(CC)nc2ccc(C(=O)Nc3cc(-c4ccccc4)ccc3OC)cn12 ?
CXCR6 inh: 20; EBI2 block: 27

How did c1ccc(Cn2c(Cn3c(-c4cnccn4)nc4ccccc43)nc3ccccc32)cc1 do in these assays?
CXCR6 inh: 6; EBI2 block: 7

What do the screens show for `COCCNc1ncnc2c1ncn2[C@H]1CN(Cc2cccs2)C[C@@H](CO)O1`?
CXCR6 inh: -5; EBI2 block: -10

Results for CN(C)c1ccc(C(=N)Cc2ccc3ccccc3n2)cc1 ?
CXCR6 inh: 3; EBI2 block: -7

What do the screens show for `O=c1[nH]c(=S)[nH]c2c1C(c1ccc(Cl)cc1)OC(C1CCCCC1)C2` (stereo not given)?
CXCR6 inh: 10; EBI2 block: -6

Results for OC[C@@H]1CN(Cc2cccc3ccccc23)C[C@H](n2cnc3c(NCc4ccco4)ncnc32)O1 ?
CXCR6 inh: 1; EBI2 block: -15

Quoted at random: five records from the list.
How did COc1ccccc1CNc1nc2cc(-c3ccccc3C)sc2c(=O)n1C do in these assays?
CXCR6 inh: 3; EBI2 block: 15

Results for CC1(Cc2cc(Cl)ccc2C(F)(F)F)C(=O)Nc2ccc(-c3ccc(F)c(Cl)c3)cc21 (stereo not given) ?
CXCR6 inh: -2; EBI2 block: 2

How did c1ccc(Cn2c(Cn3c(-c4cnccn4)nc4ccccc43)nc3ccccc32)cc1 do in these assays?
CXCR6 inh: 6; EBI2 block: 7

How did CCN(CC)CCNC(=O)c1ccc(NC(=O)c2ccc(-n3cncn3)c([N+](=O)[O-])c2)cc1 do in these assays?
CXCR6 inh: -3; EBI2 block: -11

Results for COc1cccc(-c2cnc3c(NC(C)=O)cc(-c4cc(OC)c(OC)c(OC)c4)cn23)c1 ?
CXCR6 inh: 10; EBI2 block: 11

The list continues:
How did COC(=O)C1CCN(C2CN(Cc3ccc([N+](=O)[O-])cc3)S(=O)(=O)C2)CC1 (stereo not given) do in these assays?
CXCR6 inh: 2; EBI2 block: -2

Results for COc1ccc(C(=O)N/C(=C\c2cn(S(=O)(=O)N(C)C)c3ccccc23)C(=O)N2CCN(C)CC2)cc1OC ?
CXCR6 inh: 4; EBI2 block: -4

Results for Cc1ccc(S(=O)(=O)N(C)C[C@H]2Oc3cc(C#CC4CCCC4)ccc3S(=O)(=O)N([C@H](C)CO)C[C@H]2C)cc1 ?
CXCR6 inh: 2; EBI2 block: 16

How did NC(COCc1ccccc1)c1csc(Nc2ccccn2)n1 (stereo not given) do in these assays?
CXCR6 inh: -9; EBI2 block: -11

Results for COCC1CCN(C(=O)c2ccc3oc(C(C)C)nc3c2)C1 (stereo not given) ?
CXCR6 inh: 5; EBI2 block: -11

How did CNc1cncc(-c2cccc(NS(C)(=O)=O)c2)n1 do in these assays?
CXCR6 inh: -2; EBI2 block: -6

What do the screens show for `Cc1ccc(-c2csc(C(O)c3ccccc3)n2)cc1C` (stereo not given)?
CXCR6 inh: -6; EBI2 block: -4

Results for COc1ccc(CN2C(=O)C(CC(=O)NCCCN(C)C)CC(C(=O)N3CCOCC3)=C2C)cc1 (stereo not given) ?
CXCR6 inh: -5; EBI2 block: -11

Results for NC(=O)c1cccc(Nc2nc(C(N)C3CCCCC3)cs2)n1 (stereo not given) ?
CXCR6 inh: -14; EBI2 block: -10

What do the screens show for `CC(=O)Nc1ccc(CN(C)c2c(C)nc3ccc(C(=O)N4CCN(C(=O)c5ccco5)CC4)cn23)cc1`?
CXCR6 inh: -2; EBI2 block: -7

What do the screens show for `CCOC(=O)C1(C)CCCN(C(=O)c2cc(C)oc2C)C1` (stereo not given)?
CXCR6 inh: -5; EBI2 block: -1

Results for CCC(=O)c1ccc(OCC(=O)OCc2csc(CC(=O)Nc3ccccc3C)n2)cc1 ?
CXCR6 inh: 0; EBI2 block: 3

What do the screens show for `COc1cc2c(cc1OC)C(c1ccc3c(c1)Cc1ccccc1-3)OC(=O)C2` (stereo not given)?
CXCR6 inh: -1; EBI2 block: -10

What do the screens show for `CCC(c1nc2ccccc2[nH]1)N(CCCn1ccnc1)C(=O)c1ccc(C(F)(F)F)cc1` (stereo not given)?
CXCR6 inh: 3; EBI2 block: -4

Results for Cc1[nH]c(=O)sc1C(=O)NCc1ccc([N+](=O)[O-])cc1 ?
CXCR6 inh: 5; EBI2 block: -8

What do the screens show for `O=C(NCc1ccco1)C1Cc2c(-c3cccc(F)c3)ccnc2O1` (stereo not given)?
CXCR6 inh: -6; EBI2 block: -16

What do the screens show for `C[C@@H](CO)NC(=O)c1nc[nH]c1C(=O)N[C@H](C)c1ccccc1`?
CXCR6 inh: 1; EBI2 block: 6

Results for CCNC(=O)C1(C)CCCN(Cc2noc(-c3ccccc3OC)n2)C1 (stereo not given) ?
CXCR6 inh: -3; EBI2 block: 1

What do the screens show for `CCOC(=O)c1c(C)[nH]c(C(=O)OC(C)C(=O)Nc2ccc(C)cc2)c1C` (stereo not given)?
CXCR6 inh: 1; EBI2 block: -4

How did CN(C(=O)COC(=O)c1cccs1)c1ccccc1 do in these assays?
CXCR6 inh: 0; EBI2 block: -1

Results for COc1ccc([C@H]2N[C@]3(CCCN(Cc4cccn4C)C3=O)[C@H]3C(=O)N(C)C(=O)[C@@H]23)cc1 ?
CXCR6 inh: -4; EBI2 block: -10

Results for CC1(C)CC(=O)C=C(c2ccc(COC(=O)c3cc(F)cc(F)c3)cc2)C1=O ?
CXCR6 inh: -5; EBI2 block: 10

How did COc1ccc2nc(N3C(=O)C(O)=C(C(=O)c4ccco4)C3c3ccc(OC)c(OC)c3)sc2c1 (stereo not given) do in these assays?
CXCR6 inh: 6; EBI2 block: 4

How did COc1cc(Nc2ccn3nccc3n2)cc(OC)c1OC do in these assays?
CXCR6 inh: 5; EBI2 block: -6

What do the screens show for `COC(=O)c1ccc(CNC(=O)COC(=O)/C=C/c2cccc(OC)c2)cc1`?
CXCR6 inh: 13; EBI2 block: -4

What do the screens show for `CCCCn1nnnc1C1(C)CCC(=O)N1CCc1ccc(O)cc1` (stereo not given)?
CXCR6 inh: 3; EBI2 block: -3

How did COC(=O)c1cccc(CN2C(=O)C(C)Sc3cc(Cl)ccc32)c1 (stereo not given) do in these assays?
CXCR6 inh: 3; EBI2 block: -16

What do the screens show for `OC(c1ccccc1)(c1ccccc1)C1CCN(CCCOc2ccc(F)cc2)CC1`?
CXCR6 inh: -5; EBI2 block: 5

What do the screens show for `CC(C)C[C@H]1CN(CCCC[C@@H]2CNC(=O)C(=O)N2Cc2ccccc2)C(=O)C(=O)N1CCC1CCCCC1`?
CXCR6 inh: -4; EBI2 block: 1

What do the screens show for `CC(C)N1CC(C(=O)Nc2ccc(Cl)cc2Cl)CC1=O` (stereo not given)?
CXCR6 inh: 2; EBI2 block: -2

Results for CC(=O)NN=C(C)c1ccc(NC(=O)C2CC2)cc1 ?
CXCR6 inh: -2; EBI2 block: 1

How did O=C(NCc1ccco1)c1ccc2sc([C@H]3C[C@H](O)[C@@H](CO)O3)nc2c1 do in these assays?
CXCR6 inh: -5; EBI2 block: -9

How did COc1cc(-c2coc3c(C(=O)NC4CCCCC4)cccc23)ccc1O do in these assays?
CXCR6 inh: -1; EBI2 block: 23

What do the screens show for `OC(c1ccccc1)c1nc(/C=C/c2ccc(C(F)(F)F)cc2)cs1` (stereo not given)?
CXCR6 inh: -15; EBI2 block: -5

Results for CCC(C)[C@H](NC(=O)[C@@H]1Cc2ccccc2CN1)C(=O)NCc1ccc(C)cc1 (stereo not given in full) ?
CXCR6 inh: 2; EBI2 block: 7

How did CN1CCN(c2ccc3c(c2)OC[C@H](Cc2ccccc2)NS3(=O)=O)CC1 do in these assays?
CXCR6 inh: -1; EBI2 block: -7

What do the screens show for `O=C1NC[C@H](CCCCN2C[C@H](Cc3ccc(O)cc3)N(CC3CCCCC3)C(=O)C2=O)N(Cc2ccccc2)C1=O`?
CXCR6 inh: -10; EBI2 block: -5

Results for CCOC(=O)C1(C)CCCCN1C(=O)c1cccnc1 (stereo not given) ?
CXCR6 inh: -5; EBI2 block: -4

Results for CCCC(=O)N1CCCC1(C)C(=O)NCc1c(F)ccc(C)c1F (stereo not given) ?
CXCR6 inh: 13; EBI2 block: -2

How did CCCCn1nnnc1C(c1ccccc1)N1CCN(c2c(Cl)cncc2Cl)CC1 (stereo not given) do in these assays?
CXCR6 inh: 18; EBI2 block: 33

Structures above containing a thiophene ring, fused or not:
How did COc1ccccc1CNc1nc2cc(-c3ccccc3C)sc2c(=O)n1C do in these assays?
CXCR6 inh: 3; EBI2 block: 15

Results for Cn1cc(-c2coc3c(C(=O)NCc4cccs4)cccc23)cn1 ?
CXCR6 inh: 0; EBI2 block: 5

What do the screens show for `COCCNc1ncnc2c1ncn2[C@H]1CN(Cc2cccs2)C[C@@H](CO)O1`?
CXCR6 inh: -5; EBI2 block: -10

How did CN(C(=O)COC(=O)c1cccs1)c1ccccc1 do in these assays?
CXCR6 inh: 0; EBI2 block: -1

Later entries
Results for O=C(Nc1cccc(S(=O)(=O)C(F)(F)F)c1)[C@@H]1O[C@H](CO)[C@@H](O)[C@H]1O ?
CXCR6 inh: -5; EBI2 block: -15

Results for COc1ccc(N2C[C@H](Cc3ccccc3)[C@@H](CC(=O)Nc3ccccc3)C2=O)cc1 ?
CXCR6 inh: 0; EBI2 block: 8

What do the screens show for `C[C@@H]1CN([C@@H](C)CO)S(=O)(=O)c2ccc(Br)cc2O[C@@H]1CN(C)C(=O)c1ccc(F)cc1`?
CXCR6 inh: 3; EBI2 block: 0

How did Cc1ccsc1C(=O)OCC(=O)Nc1cccc(S(=O)(=O)N2CCCCC2)c1 do in these assays?
CXCR6 inh: 4; EBI2 block: 9

What do the screens show for `Cc1ccc(P(=O)(c2ccc(C)cc2)[C@@H](NC(c2ccccc2)c2ccccc2)c2ccccc2)cc1`?
CXCR6 inh: 41*; EBI2 block: 27

What do the screens show for `CC(C)c1ccc(NC2CCCN(C(=O)CN3CCCCC3=O)C2)cc1` (stereo not given)?
CXCR6 inh: -1; EBI2 block: -9

What do the screens show for `COc1ccc(F)cc1-c1cc(NC(C)=O)c2ncc(-c3cc(OC)c(OC)c(OC)c3)n2c1`?
CXCR6 inh: -2; EBI2 block: 22

How did O=C(Nc1cccc2c1CCCC2)c1cc(C2CCCCN2C(=O)CCCc2ccccc2)on1 (stereo not given) do in these assays?
CXCR6 inh: 16; EBI2 block: 21

Results for COc1ccc(N2CCN(C(=O)Oc3ccc([N+](=O)[O-])cc3)CC2)cc1 ?
CXCR6 inh: -9; EBI2 block: -3

Results for CCOC(=O)CCCCCC(=O)Nc1ccc2c(c1)C(=O)N([C@@H](C)CO)C[C@H](C)[C@H](CN(C)C(=O)Nc1ccc(C(F)(F)F)cc1)OCCCC[C@H](C)O2 ?
CXCR6 inh: 0; EBI2 block: 2

How did O=c1[nH]c2cc3ccccc3cc2nc1-c1nnnn1Cc1ccccc1 do in these assays?
CXCR6 inh: -9; EBI2 block: 3

What do the screens show for `O=C(CNC(=O)N1CC(=O)Nc2ccccc21)NCc1ccc(F)cc1`?
CXCR6 inh: 12; EBI2 block: -9

Results for CC1(C(=O)Nc2cnc3ccccc3c2)CCN1CCOc1ccccc1 (stereo not given) ?
CXCR6 inh: 0; EBI2 block: 12

How did COc1cccc(CNS(=O)(=O)c2cc(Br)ccc2Br)c1 do in these assays?
CXCR6 inh: 4; EBI2 block: 3

Results for CCNC(=O)C1(C)CCN(C(=O)c2ccc(-c3ccccc3)cc2)C1 (stereo not given) ?
CXCR6 inh: 0; EBI2 block: 5
